# EBI2 block: EBI2 (human) antagonism. P32249. EBI2 beta-arrestin recruitment, luminescence, 7a,25-OHC stimulated. inhibition, % at 5 µM. 0.81% of 360,000 active. AID 651636; in the data active = inhibition above about 38%;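 also: enzyme fragment complementation signal reports receptor beta-arrestin coupling in cells; 0% = agonist plus DMSO wells and 100% = wells without agonist; some results beyond the cut were filed as inactive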
# Target sequence (P32249 whole entry, looked up, the tested form may be a part): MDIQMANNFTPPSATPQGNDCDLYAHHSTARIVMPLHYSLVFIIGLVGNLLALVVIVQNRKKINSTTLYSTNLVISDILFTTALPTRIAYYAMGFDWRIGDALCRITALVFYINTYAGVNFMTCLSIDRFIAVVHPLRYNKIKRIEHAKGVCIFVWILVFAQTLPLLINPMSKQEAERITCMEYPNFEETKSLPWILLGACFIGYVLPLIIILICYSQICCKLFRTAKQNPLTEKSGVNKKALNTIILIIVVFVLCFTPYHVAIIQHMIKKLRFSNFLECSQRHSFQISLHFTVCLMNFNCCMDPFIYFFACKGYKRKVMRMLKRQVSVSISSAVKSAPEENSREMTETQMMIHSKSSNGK
# APJ agonist: APJ receptor agonism; P35414; CHO-K1 APJ PathHunter beta-arrestin, luminescence; 0% DMSO wells, 100% apelin; activation, % at 20 µM; 0.11% of 330,000 active; AID 2520;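 active = activation more than six SD over the plate average, tested at 20 µM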;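 also: 0% = DMSO alone and 100% = apelin-13 at 10 nM; some results filed as inactive read as strong as hits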
#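 Material: engineered CHO-K1 APJ arrestin reporter cells; amount: 1000 CHO-K1 reporter cells seeded per well; incubation: compound stimulation 90 min at 25 °C, detection 60 min; signal: luminescent beta-gal fragment complementation, chemiluminescent substrate; read-out basis: APJ agonist activity; controls: DMSO-only wells as negative, 10 nM Apelin-13 as positive control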
# CXCR6 inh: CXCR6 (human) receptor inhibition | O00574 | inhibition, % at 20 µM | 0.36% of 360,000 active | CHO-K1 PathHunter CXCR6 beta-arrestin, luminescence; in the data active = inhibition above about 34%, passing the limit was not always enough;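 also: antagonist mode with CXCL16 agonist at 10 nM final; 0% = 10 nM CXCL16 with DMSO and 100% = unstimulated wells without agonist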
# Target sequence (O00574 whole entry, looked up): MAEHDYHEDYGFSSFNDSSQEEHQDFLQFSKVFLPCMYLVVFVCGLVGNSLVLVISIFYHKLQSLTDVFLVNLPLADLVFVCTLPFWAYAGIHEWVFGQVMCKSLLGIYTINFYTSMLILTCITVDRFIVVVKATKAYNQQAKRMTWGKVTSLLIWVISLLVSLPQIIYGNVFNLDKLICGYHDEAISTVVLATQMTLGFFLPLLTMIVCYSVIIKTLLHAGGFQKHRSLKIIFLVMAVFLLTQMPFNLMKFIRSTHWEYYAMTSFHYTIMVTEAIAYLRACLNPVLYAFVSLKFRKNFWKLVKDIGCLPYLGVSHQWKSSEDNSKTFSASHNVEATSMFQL
# Mdm2-MdmX inh: disrupts the human Mdm2-MdmX interaction; O15151+Q00987; SaOS-2 split-luciferase Mdm2/MdmX complementation, luminescence; inhibition, % at 8 µM; 3% of 330,000 active;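 active = inhibition of at least 50% at 8 µM in the primary screen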
# tim23-1 inh: inhibits growth of tim23-1 mutant yeast. S. cerevisiae tim23-1 growth, BacTiter-Glo luminescence, 24 h. inhibition, % at 20 µM. 1.3% of 330,000 active. AID 463212;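 active = growth inhibition of the mutant yeast at or above 50%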;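 also: temperature-sensitive mutant grown at 25 °C; plate controls were DMSO-treated mutant yeast for no effect and medium wells lacking yeast for full effect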
# APJ antag: APJ receptor antagonism; inhibition, % at 20 µM; 0.32% of 330,000 active; AID 2521; CHO-K1 APJ beta-arrestin complementation, luminescence;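 active = inhibition above about 40% at 20 µM, limit read from the data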;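 also: cells challenged with 10 nM apelin-13 agonist together with compound; plate controls were apelin-13 plus DMSO wells for no effect and DMSO wells lacking apelin-13 for full effect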
# UPR XBP1 act: adaptive UPR (XBP1) activation | CHO-XBP1 luciferase reporter, IRE1-XBP1 UPR activation, luminescence; percent of tunicamycin response, DMSO as zero | activation, % at 20 µM | 0.33% of 330,000 active;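 active = versus positive control, 20 µM dose yields 30% or more activation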;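 also: 100% = tunicamycin at 10 µg/mL and 0% = DMSO only wells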
#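 Signal: luciferase luminescence; Assay system: CHO-XBP1 luciferase reporter cells; Amount: one thousand reporter cells per well; Dosing: 20 µM single concentration, DMSO 1%; Benchmarks: high control tunicamycin 10 µg/mL final, low control DMSO vehicle only; Schedule: 6 h compound exposure at 37 °C, 5% CO2; Evaluation: percent activation relative to tunicamycin reference.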
# CCR6 antagonist: CCR6 (human) receptor antagonism; P51684; CHO-K1 CCR6 PathHunter beta-arrestin, luminescence, CCL20-stimulated; inhibition, % at 20 µM; 0.49% of 340,000 active;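 active = compounds whose inhibition of the agonist-driven luminescence signal at 20 µM reaches about 50%, limit read from the data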;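 also: cells stimulated with CCL20 at 14 nM final; plate controls were DMSO with CCL20 for no effect and DMSO without agonist for full effect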
# Target sequence (P51684 whole entry, looked up): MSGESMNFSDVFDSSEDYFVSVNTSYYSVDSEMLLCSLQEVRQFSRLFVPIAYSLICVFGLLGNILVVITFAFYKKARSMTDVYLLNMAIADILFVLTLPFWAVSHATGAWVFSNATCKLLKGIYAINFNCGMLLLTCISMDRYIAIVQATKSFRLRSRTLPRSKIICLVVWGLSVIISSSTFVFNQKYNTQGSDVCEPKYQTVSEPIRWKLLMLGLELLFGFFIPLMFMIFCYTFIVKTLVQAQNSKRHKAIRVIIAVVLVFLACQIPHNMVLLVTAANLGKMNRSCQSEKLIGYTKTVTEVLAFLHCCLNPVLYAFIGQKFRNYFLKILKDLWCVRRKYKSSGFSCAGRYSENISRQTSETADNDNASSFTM
# CHOP UPR activ: apoptotic UPR (CHOP) activation. CHO-CHOP luciferase reporter, luminescence; percent of tunicamycin response over DMSO baseline. activation, % at 10 µM. 0.34% of 330,000 active;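 active = at 10 µM dose, activation of 40% or more, normalized to positive control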;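 also: 100% = tunicamycin at 10 µg/mL and 0% = DMSO alone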
#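 Test system: CHO CHOP reporter cells. Input: 500 CHO-CHOP cells per well. Medium: F12 with 10% FBS. Technique: luciferase luminescence. Measure: percent activation relative to tunicamycin control. Dosing: 10 µM compound, 0.5% DMSO. Timing: 16-18 h cell attachment, then 6 h compound exposure, 37 °C.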
# Numbers without * were called inactive; . = no result given. An excerpt (hit frequency here may not be typical).
SMILES,EBI2 block,APJ agonist,CXCR6 inh,Mdm2-MdmX inh,tim23-1 inh,APJ antag,UPR XBP1 act,CCR6 antagonist,CHOP UPR activ
N#Cc1ccccc1NC(=O)CSc1cn[nH]n1,-3.8,-1.5,-6.0,6.8,1.3,-3.1,-1.0,4.8,-0.9
O=C(CN1CCSC1=O)N1CCN(S(=O)(=O)c2ccc(Cl)cc2)CC1,-6.9,0.9,-1.3,-23.2,10.1,8.6,-2.0,-10.1,-0.8
C#CCN1c2ccccc2Sc2cccnc21,-2.7,-2.4,-3.6,-6.2,-4.4,7.4,1.0,-2.8,1.3
CC(=O)c1cccc(NC(=O)c2csc3c2CCCCC3)c1,3.9,1.1,-2.2,-16.6,18.4,2.3,-1.4,4.4,2.9
CN1CCN(c2ccc(NC(=S)NC(=O)c3cccc4ccccc34)cc2)CC1,12.6,27.7*,-0.9,24.5,-3.1,-9.1,10.9,0.4,10.7
O=C(N/N=C/c1cccc(O)c1)c1cc2c(ccc3ccccc32)o1,-8.2,7.6,-9.5,-1.1,15.5,-31.1,-0.9,-18.9,-0.8
CCN(CC)C(=O)Oc1ccc2oc(=O)cc(-c3cc4cccc(OC)c4o3)c2c1,11.0,-6.4,13.5,25.7,16.3,1.0,-1.6,21.5,-1.8
Cn1c(NCc2ccco2)nc2c1c(=O)n(Cc1ccc(Br)cc1)c(=O)n2C,5.1,-1.0,-9.3,4.6,37.1,3.5,-7.6,-3.1,-1.0
CCCCOC(=O)c1ccc(NC(=O)c2cc(Cl)c(Cl)cc2C(=O)O)cc1,-1.7,0.4,-1.1,2.2,11.7,-0.1,-1.2,5.9,-1.3
Nc1nc(SCc2ccccc2)n[nH]1,-1.5,-4.4,-12.4,14.6,1.7,-23.2,6.0,-1.5,1.8

# Retrieved one by one from above, 3 records:
SMILES,EBI2 block,APJ agonist,CXCR6 inh,Mdm2-MdmX inh,tim23-1 inh,APJ antag,UPR XBP1 act,CCR6 antagonist,CHOP UPR activ
Nc1nc(SCc2ccccc2)n[nH]1,-1.5,-4.4,-12.4,14.6,1.7,-23.2,6.0,-1.5,1.8
O=C(N/N=C/c1cccc(O)c1)c1cc2c(ccc3ccccc32)o1,-8.2,7.6,-9.5,-1.1,15.5,-31.1,-0.9,-18.9,-0.8
N#Cc1ccccc1NC(=O)CSc1cn[nH]n1,-3.8,-1.5,-6.0,6.8,1.3,-3.1,-1.0,4.8,-0.9

# The results go on:
SMILES,EBI2 block,APJ agonist,CXCR6 inh,Mdm2-MdmX inh,tim23-1 inh,APJ antag,UPR XBP1 act,CCR6 antagonist,CHOP UPR activ
Cc1oc2cc3oc(=O)c(CCC(=O)NCCC(=O)O)c(C)c3cc2c1C,9.7,-3.2,0.7,-37.9,12.0,1.6,-2.3,7.8,2.1
Cc1cc(C)cc(-n2cnc3cc(C(=O)O)ccc32)c1,-2.7,-2.3,8.7,10.8,9.4,19.5,-2.8,11.3,-3.2
COc1ccc(-c2cc(=O)oc3cc(OCC(=O)N4C[C@H]5C[C@@H](C4)c4cccc(=O)n4C5)ccc23)cc1,9.6,-2.6,-1.4,-9.8,2.0,-63.8,1.5,0.0,0.7
O=C(N/N=C/c1ccc(O)c(O)c1)c1cccc(S(=O)(=O)N2CCCC2)c1,-14.9,5.7,0.2,7.0,10.1,-23.0,-0.9,18.1,-0.5
Cc1ccc(NC(=S)N2CCN(C)CC2)c(C)c1,-8.3,3.0,-3.3,14.0,-1.0,9.4,2.1,-0.1,2.6
CCCOc1cccc(C(=O)N/N=C/c2ccoc2)c1,-2.0,-4.0,7.4,4.3,5.6,-10.5,0.7,14.9,1.8
COc1ccc(OC)c(S(=O)(=O)NC2CC2)c1,0.7,-3.1,5.3,2.9,4.3,-15.2,5.8,-3.8,-1.2
CC(C)(C)c1ccc(-c2nnc(SCCC#N)n2C2CCCC2)cc1,15.4,-4.7,18.1,38.6,19.8,8.3,-0.5,26.4,2.9
Cc1ccc(S(=O)(=O)n2cnc3cc([N+](=O)[O-])ccc32)c(C)c1C,5.1,0.1,0.1,3.2,0.6,10.3,-2.0,-7.2,-2.1
COc1cc(=O)n(C)c2c(O)cccc12,-4.5,-3.1,-0.4,-18.3,-4.1,-24.3,1.6,-1.9,-2.1
COC(=O)C1=C(C)N(Cc2ccccc2)C(=NCc2cc(OC)c(OC)c(OC)c2)N[C@H]1c1ccccc1,.,-4.5,.,30.5,-3.7,25.8,-1.4,-1.1,4.4
CCOc1ccccc1NC(=O)CN1CCC(NC(=O)c2ccccc2C)CC1,0.5,-4.9,-4.7,14.5,11.9,-2.9,-3.8,10.7,-0.9
Cc1ccc2c(N)c(C#N)sc2n1,-7.1,0.4,-5.5,9.9,8.6,-4.8,0.5,-7.7,1.2
CC(C)c1csc(CN2CCC(N3CCC(C(=O)N4CCOCC4)CC3)CC2)n1,0.9,-0.5,7.4,23.0,2.1,4.8,-0.8,7.9,-0.2
Cn1c2ccccc2c2cc(C(=O)O)ccc21,-6.1,1.7,4.4,9.1,4.7,6.2,-1.9,6.2,0.0
COc1ccc(N/C(C)=C2/C(=O)C(=O)N(CCO)C2c2ccc(Br)cc2)cc1 (configuration not stated),-0.7,0.4,7.9,22.1,14.8,25.1,0.2,9.8,1.5
O=C(O)c1ccc(CNCc2cccc(Cl)c2)cc1,-9.9,1.0,-2.6,-26.9,19.5,2.6,-0.5,1.8,-2.1
CCN(Cc1ccccc1)Cc1cc(OC)cc(OC)c1,2.3,-2.0,4.3,33.2,-1.1,-0.9,-2.2,10.0,-2.9
O=S(=O)(c1cccc2cccnc12)N1CCOCC1,4.1,-1.1,5.6,16.2,-7.8,25.0,-1.1,5.8,1.0
O=C(COC(=O)C1CC1)Nc1ccc(Oc2ccccc2)cc1,-0.1,-4.3,-0.4,19.0,9.2,-10.6,1.9,19.8,3.2
CC(=O)c1ccc(NC(=O)C2CCCC2)cc1,0.0,-2.4,2.3,4.1,23.4,0.4,-1.6,-2.9,5.3
O=C(CCC(=O)c1cccs1)NNC(=O)c1ccc(Cl)cc1,-1.2,-1.0,-8.4,4.0,-9.5,21.7,-3.4,3.0,0.8
CCOC(=O)C(NC(=O)c1ccccc1)(Nc1cc(C)on1)C(F)(F)F (configuration not stated),8.7,1.1,4.3,-13.0,3.6,13.1,0.9,2.3,-0.7
O=c1c(-c2ccnn2-c2ccccc2F)cnc2n1CCS2,-9.8,-6.3,-9.3,-15.4,3.8,-5.6,1.0,3.3,0.6
CCOC(=O)c1cc2sccc2n1CC(=O)Nc1ccc2c(c1)OCCO2,7.7,-0.8,3.8,-24.6,13.8,1.7,7.0,15.1,-0.5
CCC(=O)Nc1c2c(nn1-c1cccc(Cl)c1)CS(=O)(=O)C2,0.6,-5.5,4.5,5.4,8.3,10.1,-1.3,2.5,1.0
CCC(C)C(=O)Nc1nnc(SCC(=O)NC2CCCC2)s1 (configuration not stated),-1.5,-0.9,6.5,-2.4,21.2,8.2,1.1,3.3,1.4
CC1(c2ccccc2)NC(=O)N(CC(=O)Nc2ccc(N3CCOCC3)cc2N2CCOCC2)C1=O (configuration not stated),-15.8,6.3,-4.1,12.0,3.4,2.2,-4.2,0.5,-1.2
CC1CC1C(=O)OCC(=O)Nc1ccc(S(=O)(=O)N2CCOCC2)cc1 (configuration not stated),-3.0,-0.7,-2.0,-2.4,11.6,-13.3,-2.5,4.6,-0.5
COc1ccc(SC[C@H](Cc2ccccc2)N2CC[C@@H](O)CCC2=O)cc1,2.4,-2.5,-3.8,-4.1,4.8,-2.2,-2.3,5.3,0.6
O=C(COc1coc(CN2CCN(Cc3ccccc3)CC2)cc1=O)Nc1ccccc1,-7.6,-3.4,2.7,-7.8,-1.4,8.3,-1.4,-3.2,-1.0
CC(Sc1nnc(-c2cc3ccccc3o2)n1-c1ccccc1)C(=O)O (configuration not stated),-2.9,1.0,-7.5,25.3,21.8,13.5,-1.9,36.2,0.5
COc1ccc(C(=O)Nc2ccc(N3CCN(C)CC3)cc2)cc1[N+](=O)[O-],-9.8,-1.5,-3.7,-2.6,13.8,-15.9,-0.7,5.2,0.3
Cc1ccc(N2CC(C)Cn3c2nc2c3c(=O)[nH]c(=O)n2C)cc1 (configuration not stated),4.7,0.9,-11.1,2.5,-1.3,13.5,3.7,5.2,1.2
Cc1cccc(N2CCN(C(=O)c3ccc(CS(=O)Cc4ccc(Cl)cc4)o3)CC2)c1C (configuration not stated),2.2,3.2,-15.0,34.3,37.7,-13.6,-5.7,15.7,1.2
COc1ccccc1CNC(=O)C(=O)NCC1CCCO1 (configuration not stated),-0.2,0.9,-3.1,10.7,10.5,20.2,1.8,-10.6,0.4
Cc1cc(C)nc(N2CCCC(C(=O)NCc3cccc(C(F)(F)F)c3)C2)n1 (configuration not stated),5.9,2.4,1.1,16.0,-14.4,4.4,-1.1,-2.1,-1.4
CCOc1cc(OCC)cc(C(=O)Nc2cccnc2)c1,2.9,-8.2,-0.1,-3.2,6.3,21.7,-0.9,12.5,0.3
Cc1nnc(-c2ccc(Oc3ccc(Br)cc3)c([N+](=O)[O-])c2)o1,7.0,4.4,-10.1,3.0,-1.8,12.2,-1.9,9.7,0.3
CCN(CC)c1ccc(NC(=O)COC(=O)COc2ccccc2[N+](=O)[O-])cc1,-7.0,0.2,-3.8,-14.2,11.8,-7.1,-1.3,6.0,5.3
O=C(CN(C(=O)c1csnn1)c1cccc(C(F)(F)F)c1)NC1CCCC1,-2.9,-0.6,3.7,16.1,11.7,-22.8,-4.0,9.3,-1.7
CCn1c(C(=O)N2CCC(C(=O)N3CCN(c4ccccn4)CC3)CC2)cc2sccc21,5.2,-4.9,7.8,-5.4,12.8,-11.9,-1.4,1.3,0.6
CCOC(=O)n1ccc(C(=O)Nc2ccccc2F)n1,-10.5,-3.0,-6.2,-5.9,2.0,10.1,3.1,1.9,0.7
Cc1onc(-c2ccccc2)c1C(=O)NCc1cccc(Cl)c1,13.3,1.5,-0.2,12.1,8.9,3.3,-1.2,10.4,0.9
COc1cc(/C=C/C(=O)OCC(=O)Nc2cc(S(=O)(=O)N3CCOCC3)ccc2Cl)cc(OC)c1OC,5.5,-1.0,1.1,29.1,12.4,3.4,0.1,15.5,2.0
COc1ccc(NC(=O)COC(=O)CN2C(=O)NC(C)(C)C2=O)cc1,-0.7,-4.7,3.3,11.1,8.6,-4.9,-0.9,4.6,-1.8
Cc1nc2ccccc2n1S(=O)(=O)N(C)C,-3.0,-3.4,-2.2,4.5,4.7,-4.0,-0.5,15.2,-0.7
O=C(Nc1ccc(NC(=O)C2CCCCC2)nc1)c1cccs1,-0.9,-2.4,-9.1,-30.1,46.9,5.9,2.2,1.6,1.8
c1ccc(CCNc2ncnc3c2nnn3Cc2ccccc2)cc1,-1.4,1.5,-4.5,18.5,0.4,-26.7,0.8,-0.1,-0.4
CC(C)c1ccc(NC(=S)Nc2ccc3cn[nH]c3c2)cc1,49.8*,0.7,-8.1,8.0,26.9,-1.2,-4.5,8.5,2.3

# From PubChem BioAssay
